p53 reactivation = restores transcriptional activity of mutant p53. AID 504706. Potency, µM (highest dose often 92.2 µM), inactives show at the highest dose activity change, positive = activation, hits mostly activators. H1299 p53-A138V BP100-luciferase reporter, luminescence, 24 h. actives 0.063% (n = 320,000); also: potency is read from the fitted curve at half-maximal effect; % of control where 0% means no effect; nearly all actives have a fitted effect of over 45% in size
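H1299 (p53-null), stable ts p53-A138V + BP100-Luc; 1000 cells/well, Opti-MEM/10% FBS; cpd 4 pt, 1:5; 24 h, 37 deg C, 5% CO2; detection reagent 10 min RT; luminescence.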
Rab9 prom act = activators of Rab9 promoter. Huh7 Rab9 promoter-luciferase reporter, luminescence, 24 h. Potency, µM (series often up to 9.22 µM), for the others: at the highest dose activation, negative = inhibition, actives largely listed as activators. actives 2.8% (n = 320,000); also: potency is read from the fitted curve at half-maximal effect; % of control where 0% means no effect; nearly all actives have a fitted effect of over 60% in size
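Rab9 promoter-driven luciferase in stably transfected Huh7 cells; 1500 cells/well rested 2 h, exposed to compound in DMSO for 24 h at 37 °C, 5% CO2. Luminescence read 10 min after adding luciferase reagent at ambient temperature.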
FLuc modulator = inhibits or activates purified firefly luciferase, miR-21 counter-screen | AID 588342 | purified FLuc, Km substrates, luminescence inhibition | Potency, µM (highest dose often 57.5 µM), without a hit: top-dose activity change, negative = inhibition, actives largely listed as inhibitors | actives 6.9% (n = 360,000);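 also: potency is read from the fitted curve at half-maximal effect; plate controls were vehicle for no effect and reference inhibitor for full effect; nearly all actives have a fitted effect of over 55% in size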
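Purified P. pyralis luciferase, 10 nM final, with Km-level 10 uM D-luciferin and 10 uM ATP in 50 mM Tris acetate pH 7.5, 10 mM Mg acetate, 0.01% Tween-20, 0.05% BSA; 6-point qHTS titration about 60 µM downward; luminescence read.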
BRCA1 expr act = activators of BRCA1 expression; MCF7-BRCA1-FFLuc reporter, luminescence, 48 h; response scale: scaled: vehicle 0%, 10 µM genistein 100%; actives 1.1% (n = 380,000); Potency, µM (series often up to 46.1 µM), without a hit: top-dose activation, hits mostly activators; also: potency is read from the fitted curve at half-maximal effect; nearly all actives have a fitted effect of over 80% in size; some results filed as inactive show a strong effect at the top dose
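MCF7-BRCA1-FFLuc cells, 2000/well in phenol-red-free MEM, attached 2 h then treated 48 h at 37 C. Luciferase luminescence read 15 min after reagent; normalized to genistein maximum activation (10microM) and DMSO, concentration-response fitted.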
ELG1 genotoxic = induces genotoxicity in HEK293T cells with luciferase-tagged ELG1; AID 504466; Potency, µM (series often up to 46 µM), for inactives: at the highest dose activity change, positive = activation, most hits filed as activators; actives 1.3% (n = 330,000); HEK293T ELG1-luciferase reporter, luminescence, 16 h; also: potency is read from the fitted curve at half-maximal effect; % of control where 0% means no effect; nearly all actives have a fitted effect of over 60% in size
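DMSO vehicle served as control against compound-treated ELG1-luciferase HEK293T cells; exposure lasted 16 hr at 37 °C and 5% CO2, followed by ONE-Glo luminescence detection after 30 min.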
Giardia killer = kills Giardia lamblia; Giardia lamblia trophozoite viability; activity change, % at 7.66 µM, hits read low; actives 0.15% (n = 340,000); AID 540267; in the data active = activity change below about -80%; inconclusive = between about -30% and that limit;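 also: parasites exposed to compound for two days anaerobically before the ATP read; % is scaled to controls: 0 for no effect and ±100 for the full control effect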
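ATP-content bioluminescence gauges trophozoite survival. Cells (100/well) receive compound and incubate anaerobically for 48 hrs at 37 deg C; detection reagent follows for 15-30 min at room temperature.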
NPC1 promoter act = activators of NPC1 promoter; AID 485313; Huh7 NPC1 promoter luciferase reporter, 24 h; actives 2.4% (n = 320,000); Potency, µM (highest dose often 9.22 µM), without a hit: at the highest dose activation, most hits filed as activators;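 also: potency is read from the fitted curve at half-maximal effect; % of control where 0% means no effect; nearly all actives have a fitted effect of over 60% in size; reporter is driven by a mutant NPC1 promoter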
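Stable NPC1-promoter luciferase Huh7 line; cpd (DMSO) 24 h, 37 °C, 5% CO2; Amplite luciferase reagent 10 min RT; luminescence readout. qHTS format.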
Gal4-VP16 FLuc = counter-screen for ROR gamma inhibitors: Gal4-VP16 reporter; AID 2546; actives 3.5% (n = 310,000); Drosophila S2 Gal4-VP16 UAS-luciferase, luminescence, 20 h; Potency, µM (doses to about 53.6 µM), without a hit: at the top dose activity, negative = inhibition, hits mostly inhibitors;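 also: Gal4-VP16 expression switched on by copper sulfate through the metallothionein promoter; potency is read from the fitted curve at half-maximal effect; % is scaled to controls: 0 for no effect and ±100 for the full control effect; nearly all actives have a fitted effect of over 50% in size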
RORgamma inh = blocks mouse ROR gamma transcriptional activity; P51450; Drosophila S2 Gal4-RORgamma UAS-luciferase reporter, 20 h; Potency, µM (top dose mostly 53.6 µM), inactives show at the highest dose activity change, negative = inhibition, most hits filed as inhibitors; actives 5.4% (n = 310,000); AID 2551; also: potency is read from the fitted curve at half-maximal effect; % is scaled to controls: 0 for no effect and ±100 for the full control effect; nearly all actives have a fitted effect of over 60% in size
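Stable Schneider cell line, Gal4 DNA-binding domain fused to ROR gamma, UAS-luciferase. Cmpd 1 hr RT → CuSO4 700 uM final → 20 hr RT → luciferase reagent 10 min → luminescence.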
Menin MLL FP TR = inhibitors of human menin-MLL interaction, mutant MLL peptide | O00255 | Menin + Texas Red MLL mutant peptide, fluorescence polarization | Potency, µM (top dose mostly 61.6 µM), inactives show at the highest dose FP activity change, negative = inhibition, usual class: inhibitors | actives 0.23% (n = 270,000) | AID 1768; active = well fitted inhibition curve with a large enough effect in the polarisation, with a control signal flat, not every such curve was filed as active; inconclusive = small, poorly fitted or top-dose-only effect, or effect the other way, or a change in a side signal; inactive = no such curve, though single readings can be large or run the other way; the % refers to the polarisation; also: potency is read from the fitted curve at half-maximal effect; % of control where 0% means no effect; many of its hits are not listed in these tables
Target sequence (O00255 whole entry, looked up): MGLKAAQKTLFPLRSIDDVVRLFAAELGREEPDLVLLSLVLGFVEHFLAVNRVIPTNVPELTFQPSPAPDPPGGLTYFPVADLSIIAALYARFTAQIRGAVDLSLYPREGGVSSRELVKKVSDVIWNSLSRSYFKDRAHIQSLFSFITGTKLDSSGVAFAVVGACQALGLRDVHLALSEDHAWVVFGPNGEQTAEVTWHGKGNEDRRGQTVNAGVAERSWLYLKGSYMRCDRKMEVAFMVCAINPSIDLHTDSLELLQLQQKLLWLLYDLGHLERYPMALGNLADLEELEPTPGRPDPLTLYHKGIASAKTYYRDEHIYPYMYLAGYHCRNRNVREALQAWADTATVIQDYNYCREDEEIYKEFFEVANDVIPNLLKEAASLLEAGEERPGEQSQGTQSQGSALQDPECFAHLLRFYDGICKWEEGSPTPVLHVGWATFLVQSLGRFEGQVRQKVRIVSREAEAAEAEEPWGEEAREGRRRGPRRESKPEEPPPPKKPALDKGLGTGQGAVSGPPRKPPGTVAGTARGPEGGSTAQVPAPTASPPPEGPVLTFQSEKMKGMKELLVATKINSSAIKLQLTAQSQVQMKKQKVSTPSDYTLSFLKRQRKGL
PKM2 act = PKM2 (human) enzyme activation; AID 1631; Potency, µM (series often up to 57.5 µM), for the others: at the highest dose activation, actives largely listed as activators; actives 0.34% (n = 260,000); P14618; purified PKM2, Kinase-Glo ATP luminescence, activation; response scale: 0% is enzyme alone, no compound; also: potency is read from the fitted curve at half-maximal effect; % is scaled to controls: 0 for no effect and ±100 for the full control effect; nearly all actives have a fitted effect of over 55% in size
Target sequence (P14618 whole entry, looked up): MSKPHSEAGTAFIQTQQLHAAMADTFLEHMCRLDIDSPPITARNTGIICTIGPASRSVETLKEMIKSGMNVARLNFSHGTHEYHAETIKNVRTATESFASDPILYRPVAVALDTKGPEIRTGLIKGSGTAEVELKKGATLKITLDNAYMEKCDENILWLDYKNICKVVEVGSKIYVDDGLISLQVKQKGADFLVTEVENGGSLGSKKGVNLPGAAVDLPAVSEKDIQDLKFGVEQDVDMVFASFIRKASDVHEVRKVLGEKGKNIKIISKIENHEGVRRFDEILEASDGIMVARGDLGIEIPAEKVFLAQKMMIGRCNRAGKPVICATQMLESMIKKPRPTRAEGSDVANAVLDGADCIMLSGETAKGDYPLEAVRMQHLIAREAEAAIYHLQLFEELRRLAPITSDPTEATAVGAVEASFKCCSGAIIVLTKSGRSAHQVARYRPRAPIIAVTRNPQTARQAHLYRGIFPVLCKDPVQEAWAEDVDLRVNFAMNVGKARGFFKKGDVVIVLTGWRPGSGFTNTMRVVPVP
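hPK-M2, >95% pure; 0.1 mM ADP / 0.5 mM PEP final; imidazole pH7.2 buffer w/ 7 mM MgCl2, 50 mM KCl; 1 h RT; Kinase-Glo lum. Intermediate enzyme activity for dual inhibitor/activator qHTS.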
An asterisk follows results filed as active; [ ] = remark or other dose. Unless noted, calls follow the shape of the dose curve; as a rule, active = well fitted curve in the direction sought with a large enough effect; inconclusive = small, poorly fitted or top-dose-only effect, or another doubt; inactive = no such curve, though single readings can be large; an effect the other way counts as inactive or inconclusive.

How did Cc1cc(=O)[nH]c(SCC(=O)Nc2cc(S(=O)(=O)N3CCCC3)ccc2Cl)n1 do in these assays?
p53 reactivation: -1%; Rab9 prom act: -5%; FLuc modulator: -1%; BRCA1 expr act: -17%; ELG1 genotoxic: -3%; Giardia killer: 28; NPC1 promoter act: -3%; Gal4-VP16 FLuc: -2%; RORgamma inh: -3%; PKM2 act: 13%

Results for O=C(CSc1nnc(CNc2ccc(F)cc2)n1Cc1ccccc1)N1CCOCC1 ?
p53 reactivation: -1%; Rab9 prom act: 4%; FLuc modulator: 1%; BRCA1 expr act: -1%; ELG1 genotoxic: -1%; Giardia killer: 6; NPC1 promoter act: -1%; Gal4-VP16 FLuc: -1%; RORgamma inh: 26%; Menin MLL FP TR: 0%; PKM2 act: -3%

How did COCCn1c(SCC(=O)Nc2cc(C)on2)nc2ccccc21 do in these assays?
p53 reactivation: -1%; Rab9 prom act: -3%; FLuc modulator: -3%; BRCA1 expr act: -8%; ELG1 genotoxic: -6%; Giardia killer: -15; NPC1 promoter act: 0%; Gal4-VP16 FLuc: -21%; RORgamma inh: -5%; Menin MLL FP TR: -2%; PKM2 act: 14%

What do the screens show for `CCc1ccc(S(=O)(=O)Nc2cccc(C3OCCCO3)c2)cc1`?
p53 reactivation: -4%; Rab9 prom act: 1%; FLuc modulator: -13%; BRCA1 expr act: -9%; ELG1 genotoxic: -10%; Giardia killer: 5; NPC1 promoter act: -10%; Gal4-VP16 FLuc: -26%; RORgamma inh: inconclusive; Menin MLL FP TR: -9%; PKM2 act: -6%

What do the screens show for `CCn1c(CC(=O)Nc2ccccc2OC)nnc1SCC(=O)Nc1ccccc1F`?
p53 reactivation: -4%; Rab9 prom act: -6%; FLuc modulator: -2%; BRCA1 expr act: -26%; ELG1 genotoxic: 0%; Giardia killer: 7; NPC1 promoter act: -2%; Gal4-VP16 FLuc: -4%; RORgamma inh: 1%; Menin MLL FP TR: -12%; PKM2 act: inconclusive

Results for CC(C)C(=O)Nc1ccc(C(=O)NNC(=S)NC(=O)c2ccco2)cc1 ?
p53 reactivation: 3%; Rab9 prom act: 1%; FLuc modulator: inconclusive; BRCA1 expr act: 8%; ELG1 genotoxic: -4%; Giardia killer: -19; NPC1 promoter act: 0%; Gal4-VP16 FLuc: 1%; RORgamma inh: inconclusive; PKM2 act: -13%

How did COc1ccc(N(C(=O)C2CCCCC2)C2C=CS(=O)(=O)C2)c(OC)c1 (centres undefined) do in these assays?
p53 reactivation: 6%; Rab9 prom act: -5%; FLuc modulator: -3%; BRCA1 expr act: -2%; ELG1 genotoxic: 0%; Giardia killer: 5; NPC1 promoter act: 1%; Gal4-VP16 FLuc: 13%; RORgamma inh: -21%; Menin MLL FP TR: 4%; PKM2 act: 3%

What do the screens show for `Oc1ccc(/C=N\Nc2cc(N3CCOCC3)nc(N3CCOCC3)n2)c(O)c1`?
p53 reactivation: 1%; Rab9 prom act: -8%; FLuc modulator: inconclusive; BRCA1 expr act: -38%; ELG1 genotoxic: -2%; Giardia killer: 9; NPC1 promoter act: -6%; Gal4-VP16 FLuc: -2%; RORgamma inh: 28%; Menin MLL FP TR: inconclusive; PKM2 act: -1%

How did CCN(CC)S(=O)(=O)c1ccc(N2CCOCC2)c(NC(=O)c2ccc3ccccc3c2)c1 do in these assays?
p53 reactivation: 1%; Rab9 prom act: -5%; FLuc modulator: 0%; BRCA1 expr act: -23%; ELG1 genotoxic: -2%; Giardia killer: -5; NPC1 promoter act: 0%; Gal4-VP16 FLuc: -7%; RORgamma inh: 17%; Menin MLL FP TR: -1%; PKM2 act: -3%

What do the screens show for `CCN(CC)C(=O)c1c(C)nc2ccccn12`?
p53 reactivation: 1%; Rab9 prom act: -3%; FLuc modulator: 5%; BRCA1 expr act: -17%; ELG1 genotoxic: -6%; Giardia killer: 15; NPC1 promoter act: -1%; Gal4-VP16 FLuc: 2%; RORgamma inh: 23%; Menin MLL FP TR: -11%; PKM2 act: 5%

Results for O=C(Nc1ccc(N2CCOCC2)c2nonc12)C1CCCC1 ?
p53 reactivation: 21%; Rab9 prom act: 20%; FLuc modulator: -20%; BRCA1 expr act: inconclusive; ELG1 genotoxic: inconclusive; Giardia killer: 24; NPC1 promoter act: 22%; Gal4-VP16 FLuc: -5%; RORgamma inh: -8%; Menin MLL FP TR: 2%; PKM2 act: -8%

How did COc1ccc(C(=O)O)cc1S(N)(=O)=O do in these assays?
p53 reactivation: 5%; Rab9 prom act: -3%; FLuc modulator: -1%; BRCA1 expr act: 4%; ELG1 genotoxic: 2%; Giardia killer: 2; NPC1 promoter act: -3%; Gal4-VP16 FLuc: -4%; RORgamma inh: -7%; Menin MLL FP TR: 0%; PKM2 act: 3%

Results for COc1ccc([C@H]2CC(=O)C=C(c3ccc(SC)cc3)C2)cc1OC ?
p53 reactivation: -3%; Rab9 prom act: -13%; FLuc modulator: -1%; BRCA1 expr act: -17%; ELG1 genotoxic: 5%; Giardia killer: 0; NPC1 promoter act: -3%

How did COc1cc2c3c(c1)/C(=C1/SC(NC(C)=O)=NC1=O)C(=O)N3C(C)(C)C=C2C do in these assays?
p53 reactivation: -16%; Rab9 prom act: -8%; FLuc modulator: 3%; BRCA1 expr act: -9%; ELG1 genotoxic: -14%; Giardia killer: -5; NPC1 promoter act: -6%; Gal4-VP16 FLuc: inconclusive; RORgamma inh: 4%; Menin MLL FP TR: inconclusive; PKM2 act: -1%

What do the screens show for `Cc1ccccc1N1C(N)=NC(N)=NC1(C)C`?
p53 reactivation: 2%; Rab9 prom act: 1%; FLuc modulator: 7%; BRCA1 expr act: -4%; ELG1 genotoxic: -4%; Giardia killer: -22; NPC1 promoter act: -5%; Gal4-VP16 FLuc: 6%; RORgamma inh: 6%; Menin MLL FP TR: 1%; PKM2 act: -2%

Results for O=C(O)c1ccccc1SCc1cn2cc(Cl)ccc2n1 ?
p53 reactivation: 9%; Rab9 prom act: 3.2µM*; FLuc modulator: 11µM*; BRCA1 expr act: 42%; ELG1 genotoxic: inconclusive; Giardia killer: -6; NPC1 promoter act: inconclusive; Gal4-VP16 FLuc: -9%[10 µM]; RORgamma inh: inconclusive; Menin MLL FP TR: 6%; PKM2 act: 5%

What do the screens show for `Cc1nnc2c(NC3CCCCC3)nc3ccccc3n12`?
p53 reactivation: 7%; Rab9 prom act: -6%; FLuc modulator: -2%; BRCA1 expr act: -14%; ELG1 genotoxic: inconclusive; Giardia killer: 31[activator]; NPC1 promoter act: -1%; Gal4-VP16 FLuc: 3%; RORgamma inh: 3%; Menin MLL FP TR: 1%

How did CCN(CC(=O)Nc1ccc(N2CCOCC2)cc1)C(=O)COc1ccccc1OC do in these assays?
p53 reactivation: 2%; Rab9 prom act: 13%; FLuc modulator: inconclusive; BRCA1 expr act: 44%; ELG1 genotoxic: inconclusive; Giardia killer: 20; NPC1 promoter act: 0%; Gal4-VP16 FLuc: -4%; RORgamma inh: 13%; Menin MLL FP TR: 7%; PKM2 act: -3%

How did COc1cc2c(cc1NC(=O)CSc1nnnn1-c1ccccc1)oc1ccccc12 do in these assays?
p53 reactivation: -1%; Rab9 prom act: -5%; FLuc modulator: -1%; BRCA1 expr act: -42%; ELG1 genotoxic: 12%; Giardia killer: 11; NPC1 promoter act: -1%; Gal4-VP16 FLuc: -18%; RORgamma inh: inconclusive; Menin MLL FP TR: inconclusive; PKM2 act: -3%

How did Cc1ccc(-n2ncc3c(=O)n(CC(=O)NCc4ccco4)cnc32)cc1C do in these assays?
p53 reactivation: -5%; Rab9 prom act: -7%; FLuc modulator: -2%; BRCA1 expr act: -27%; ELG1 genotoxic: -6%; Giardia killer: 6; NPC1 promoter act: -3%; Gal4-VP16 FLuc: -2%; RORgamma inh: -37%; Menin MLL FP TR: 0%; PKM2 act: -14%

Results for COc1cc(/C=N/NC(=S)Nc2cccc(S(=O)(=O)N(C)C)c2)ccc1O ?
p53 reactivation: 1%; Rab9 prom act: 0%; FLuc modulator: 2.7µM*; BRCA1 expr act: 1%; ELG1 genotoxic: 1%; Giardia killer: -21; NPC1 promoter act: -3%; Gal4-VP16 FLuc: 3.5µM*; RORgamma inh: 3.5µM*; Menin MLL FP TR: -3%; PKM2 act: 7%

How did O=C(COC(=O)c1ccc(OC(F)F)cc1)NC(=O)NC1CCCC1 do in these assays?
p53 reactivation: -5%; Rab9 prom act: 0%; FLuc modulator: 4%; BRCA1 expr act: 5%; ELG1 genotoxic: 2%; Giardia killer: -5; NPC1 promoter act: 0%

Some of the compounds tested (hit frequency here may not be typical).
